Compound activity as filed in PubChem BioAssay.
Integrin act MD = activates integrin-mediated alleviation for muscular dystrophy | AID 624291 | alpha7betagal myoblasts, beta-gal FDG fluorescence, 48 h | Potency, µM (doses to about 38.3 µM), without a hit: at the highest dose activation, usual class: activators | hit rate 0.064% among 350,000;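 note: potency is the fitted concentration of half-maximal effect; 100% = response of the positive control SU9516; nearly all actives have a fitted effect of over 60% in size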
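alpha7betagal+/- myoblasts (passage 13, 250/well) treated 48 h at 37C with compounds at 1:260 dilution of DMSO stock. Lysed, then beta-galactosidase activity read as FDG fluorescence (ex 480/em 540) after 30 min, with pre-read for autofluorescence.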
TCR act = activators of T cell receptors; primary human leukocytes, anti-CD3, IL-2 HTRF, 48 h; Potency, µM (top dose mostly 9.22 µM), without a hit: top-dose activation of IL-2 secretion, most hits filed as activators; 330,000 tested, under 10 active; note: % of control where 0% means no effect
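Compounds are tested in HTS on primary human leukocytes co-incubated with a-CD3 beads for 48 hr. IL-2 output is measured by time-resolved FRET.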
Menin MLL FP TR = menin-MLL binding inhibition, Texas Red mutant peptide; AID 1768; Potency, µM (top dose mostly 61.6 µM), without a hit: at the top dose FP activity change, negative = inhibition, actives largely listed as inhibitors; Menin + Texas Red MLL mutant peptide, fluorescence polarization; hit rate 0.23% among 270,000; active = well fitted inhibition curve with a large enough effect in the polarisation, with a control signal flat, not every such curve was filed as active; inconclusive = small, poorly fitted or top-dose-only effect, or effect the other way, or a change in a side signal; inactive = no such curve, though single readings can be large or run the other way; the % refers to the polarisation; note: potency is the fitted concentration of half-maximal effect; % of control where 0% means no effect; many of its hits are not listed in these tables
MLL CXXC-DNA inh = inhibitors of human MLL CXXC domain-DNA interaction; hit rate 0.037% among 290,000; MLL-CXXC / FITC-HOXA9 DNA fluorescence polarization; Potency, µM (top dose mostly 115 µM), for inactives: at the top dose activity change, negative = inhibition, hits mostly inhibitors; active = well fitted inhibition curve with a large enough effect in the polarisation, with a control signal flat, not every such curve was filed as active; inconclusive = small, poorly fitted or top-dose-only effect, or effect the other way, or a change in a side signal; inactive = no such curve, though single readings can be large or run the other way; the % refers to the polarisation; note: potency is the fitted concentration of half-maximal effect
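Fluorescence polarization: 7 uM MLL-CXXC (stock) preincubated 5 min with compounds, then 50 nM fluorescein-HOX-A9 DNA (stock) added; 30 min ambient. Buffer 50 mM Tris-HCl pH 7.5, 50 mM NaCl, 1 mM DTT, 0.05% BSA.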
TSG101-PTAP inh = blocks PTAP/TSG101 interaction to inhibit HIV-1 budding; Fluorescence polarization, FITC-PTAP peptide / Tsg101 binding; Potency, µM (series often up to 115 µM), inactives show top-dose activity change, negative = inhibition, most hits filed as inhibitors; 340,000 tested, under 10 active; AID 493005; active = well fitted inhibition curve with a large enough effect in the main read-out, with a control signal flat, not every such curve was filed as active; inconclusive = small, poorly fitted or top-dose-only effect, or effect the other way, or a change in a side signal; inactive = no such curve, though single readings can be large or run the other way; note: potency is the fitted concentration of half-maximal effect; % of control where 0% means no effect
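FP read-out: FITC-PTAP peptide, 50 nM final, binding Tsg101 binding domain, 10 uM final; 20 min, r.t.; 10 mM HEPES pH 7.5, 0.15 M NaCl, 0.01% Tween 20, 3 mM EDTA, 0.1 mM TCEP.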
TSHR antag = antagonists of human thyroid stimulating hormone receptor. TSHR-expressing cells, TSH-stimulated cAMP HTRF, 2 h; hits give low values. activity change, negative = inhibition, % at 11.5 µM. hit rate 0.2% among 330,000. AID 504810;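 active = activity change below a set negative limit, meaning inhibition stronger than a set level, cut at about -70% in these data; inconclusive = activity change between two set negative limits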; note: % is set by controls: 0 for no effect and ±100 for the full control effect
Target sequence (P16473 whole entry, looked up): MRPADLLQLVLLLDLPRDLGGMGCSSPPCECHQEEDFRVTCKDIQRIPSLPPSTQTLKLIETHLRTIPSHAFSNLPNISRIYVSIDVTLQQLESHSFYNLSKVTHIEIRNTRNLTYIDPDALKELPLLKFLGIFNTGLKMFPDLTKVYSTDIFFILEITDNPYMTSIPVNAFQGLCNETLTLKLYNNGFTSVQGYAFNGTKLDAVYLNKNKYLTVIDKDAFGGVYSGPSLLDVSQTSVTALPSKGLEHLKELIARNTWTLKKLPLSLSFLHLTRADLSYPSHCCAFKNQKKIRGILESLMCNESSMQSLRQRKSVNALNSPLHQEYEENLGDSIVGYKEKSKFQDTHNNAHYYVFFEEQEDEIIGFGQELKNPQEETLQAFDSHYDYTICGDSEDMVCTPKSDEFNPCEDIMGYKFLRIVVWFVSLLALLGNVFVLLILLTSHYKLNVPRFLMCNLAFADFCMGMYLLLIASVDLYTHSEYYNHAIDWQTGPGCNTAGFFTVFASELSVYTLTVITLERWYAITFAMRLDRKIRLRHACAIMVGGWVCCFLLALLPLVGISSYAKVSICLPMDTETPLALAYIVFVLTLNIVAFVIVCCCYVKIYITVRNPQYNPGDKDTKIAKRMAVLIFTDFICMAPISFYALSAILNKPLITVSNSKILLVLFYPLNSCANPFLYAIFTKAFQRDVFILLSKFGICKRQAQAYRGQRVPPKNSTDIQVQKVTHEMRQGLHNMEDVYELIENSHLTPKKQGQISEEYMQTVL
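Read-out is FRET at 665 nm (cryptate excitation 337 nm) from a cryptate-tagged anti-cAMP antibody, competed by cell cAMP against cAMP-d2. Compounds are tested on freshly harvested TSHR cells challenged with 4nM TSH (EC80) for 2 hours at 37 deg C.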
AT treatment = candidate therapy for ataxia-telangiectasia; […] A-T fibroblasts, KAP-1 phosphorylation AlphaLISA; neocarzinostatin DNA damage 30 min before lysis; AID 485349; Potency, µM (titrated, usually from 57.5 µM), inactives show at the highest dose activation, hits mostly activators; hit rate 0.19% among 320,000; note: potency is the fitted concentration of half-maximal effect; % of control where 0% means no effect; nearly all actives have a fitted effect of over 45% in size
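ATM-like activity read as KAP-1 phosphorylation via AlphaLISA donor/acceptor antibody pairs after lysis and 6 hr at 25C. Cells were ATM-null patient fibroblasts ([…], hTERT), dosed 60 min, then exposed to the DSB inducer NCS for 30 min.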
Mito fusion act = mitochondrial division inhibition or fusion activation; S. cerevisiae fusion-defective mutant growth rescue, CellTiterGlo 48 h; Potency, µM (series often up to 46.1 µM), inactives show top-dose growth rescue (activation), usual class: activators; hit rate 0.23% among 320,000; AID 485298;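 note: potency is the fitted concentration of half-maximal effect; % of control where 0% means no effect; nearly all actives have a fitted effect of over 45% in size; temperature-sensitive fusion mutants such as fzo1-1 at 37 °C on non-fermentable ethanol glycerol medium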
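Read-out: ATP-based luminescence (CellTiterGlo, 10 min ambient) reporting growth of fusion-defective ts yeast after 48 hours at 37C on glycerol/ethanol YPEG medium in the presence of compound.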
MBNL1 CUG block = inhibitors of human MBNL1 binding to CUG repeat RNA; Potency, µM (highest dose often 57.5 µM), inactives show at the highest dose activity change, negative = inhibition, most hits filed as inhibitors; AID 2675; Q9NR56; TR-FRET MBNL1-His/biotin-(CUG)12 binding, 665/545 ratio; hit rate 0.036% among 280,000; active = well fitted inhibition curve with a large enough effect in the signal ratio, with a control signal flat, not every such curve was filed as active; inconclusive = small, poorly fitted or top-dose-only effect, or effect the other way, or a change in a side signal; inactive = no such curve, though single readings can be large or run the other way; the % refers to the signal ratio; note: potency is the fitted concentration of half-maximal effect; % is set by controls: 0 for no effect and ±100 for the full control effect
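Compounds (final 92 nM to 58 uM) are added to His-tagged MBNL1 and biotin-(CUG)12, then terbium anti-His antibody and streptavidin-XL665 (5 nM final). After 60 min at room temperature, the 665/545 nm ratio is read.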
S-ASM inh = inhibitors of human secretory acid sphingomyelinase; P17405; placental ASM, HMU-PC fluorogenic substrate, 60 min; Potency, µM (doses to about 57.5 µM), inactives show at the top dose activity change, negative = inhibition, hits mostly inhibitors; hit rate 0.006% among 340,000; note: potency is the fitted concentration of half-maximal effect
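Steps: dispense placental human ASM, pin compound, wait 10 min at room temperature, add HMU-PC0 substrate at 9 uM final, incubate 60 min at 37 °C, add stop solution raising pH to 10, read fluorescence.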
Active calls of the source: *; [ ] = dose if it differs, or a comment. Unless noted, calls come from the whole dose curve; as a rule, active = well fitted curve in the direction sought with a large enough effect; inconclusive = small, poorly fitted or top-dose-only effect, or another doubt; inactive = no such curve, though single readings can be large; an effect the other way counts as inactive or inconclusive.

`CCN(CC)C(=O)CP(=O)(c1ccccc1)c1ccccc1` gave Integrin act MD 18%, TCR act 0%, Menin MLL FP TR -8%, MLL CXXC-DNA inh 6%, TSG101-PTAP inh -5%, TSHR antag -7, AT treatment 17%, Mito fusion act 1%, MBNL1 CUG block 3% and S-ASM inh 2%.
For O=C(Cn1c(=O)n(-c2cccc(Cl)c2)c(=O)n1CC(=O)N1CCCCC1)N1CCCCC1 the results were Integrin act MD 21%, TCR act 15%, Menin MLL FP TR -3%, MLL CXXC-DNA inh 3%, TSG101-PTAP inh -2%, TSHR antag -1, AT treatment -2%, Mito fusion act 1%, MBNL1 CUG block -4% and S-ASM inh 3%.
Screening COc1cc(C(=O)NC(C)c2ccc(-n3ccnc3)cc2)cc(OC)c1C (stereo not drawn) returned Integrin act MD -12%, TCR act -1%, Menin MLL FP TR -15%, MLL CXXC-DNA inh 27%, TSG101-PTAP inh -1%, TSHR antag 5, AT treatment -1%, Mito fusion act -4%, MBNL1 CUG block -10% and S-ASM inh 3%.
`Cc1nc(NC(=O)c2ccncc2)sc1C(=O)N(C)C` gave Integrin act MD inconclusive, TCR act -4%, Menin MLL FP TR 0%, MLL CXXC-DNA inh 0%, TSG101-PTAP inh -3%, TSHR antag 15, AT treatment -10%, Mito fusion act 0%, MBNL1 CUG block 2% and S-ASM inh 3%.
CC(C)(C)OC(=O)C[C@@H]1C/C=C\C[C@H](CC(=O)N(CCO)Cc2ccccc2)C(=O)N[C@@H](Cc2ccccc2)COC1=O was read as Integrin act MD -17%, TCR act -5%, TSG101-PTAP inh -6%, TSHR antag 4, AT treatment -2% and S-ASM inh 0%.
Screening CSc1n[nH]c(=S)n1N returned Integrin act MD 3%, TCR act 3%, MLL CXXC-DNA inh -2%, TSG101-PTAP inh -3%, TSHR antag 11, AT treatment -9%, Mito fusion act 0%, MBNL1 CUG block 6% and S-ASM inh 3%.
For COc1ccc(NC(=O)CSc2ncn(-c3ccccc3)n2)cc1Cl the results were Integrin act MD 7%, TCR act 14%, Menin MLL FP TR 14%, MLL CXXC-DNA inh 6%, TSG101-PTAP inh -6%, TSHR antag -10, AT treatment 15%, Mito fusion act 6%, MBNL1 CUG block -9% and S-ASM inh inconclusive.
`O=C(Cn1cnc2c(cnn2-c2ccccc2)c1=O)OCc1ccccc1` gave Integrin act MD -12%, TCR act -3%, Menin MLL FP TR 4%, MLL CXXC-DNA inh 5%, TSG101-PTAP inh -5%, TSHR antag -19, AT treatment 4%, Mito fusion act 1%, MBNL1 CUG block 1% and S-ASM inh -2%.
`CCc1ccc([C@@H]2CC=C(C(=O)O)[C@H](c3ccccc3F)N2S(=O)(=O)c2ccc(C)cc2)cc1` gave Integrin act MD 8%, TCR act 0%, TSG101-PTAP inh 0%, TSHR antag -5, AT treatment 5%, Mito fusion act 4% and S-ASM inh -21%.
`COc1ccc(CCCc2nc3ccccc3[nH]2)cc1` gave Integrin act MD 11%, TCR act -6%, MLL CXXC-DNA inh -1%, TSG101-PTAP inh -6%, TSHR antag 23, AT treatment 28%, Mito fusion act -3%, MBNL1 CUG block -8% and S-ASM inh -2%.
For CCC(C)N1CC(O)=C(c2nc3ccccc3[nH]2)C1=N (stereo not drawn) the results were Integrin act MD -6%, TCR act -3%, Menin MLL FP TR 3%, MLL CXXC-DNA inh -16%, TSG101-PTAP inh -1%, TSHR antag -2, AT treatment 3%, Mito fusion act -6%, MBNL1 CUG block -4% and S-ASM inh 1%.
For CCOc1cc(CNCCO)cc(Br)c1OCc1ccc(Cl)cc1 the results were Integrin act MD -60%[inhibitor], TCR act -2%, MLL CXXC-DNA inh 47%[activator], TSG101-PTAP inh -6%, TSHR antag 7, AT treatment 11%, Mito fusion act -20%, MBNL1 CUG block -6% and S-ASM inh -13%.
`Cc1nn(C(=O)/C(C#N)=C/N(C)C)c(C)c1C` gave Integrin act MD 24%, TCR act -5%, Menin MLL FP TR -13%, MLL CXXC-DNA inh -2%, TSG101-PTAP inh 0%, TSHR antag -1, AT treatment -2%, Mito fusion act 23%, MBNL1 CUG block 7% and S-ASM inh 2%.
Screening Cc1nc2ccc(NC(=O)c3ccc4ccccc4n3)cc2s1 returned Integrin act MD inconclusive, TCR act 1%, Menin MLL FP TR -8%, MLL CXXC-DNA inh -5%, TSG101-PTAP inh 2%, TSHR antag 27, AT treatment 7%, Mito fusion act 4µM*, MBNL1 CUG block -13% and S-ASM inh -2%.
COc1ccc(CN2CCNC(=O)C2CC(=O)NCCSc2nccn2C)c(OC)c1 (stereo not drawn) was read as Integrin act MD 3%, TCR act 4%, Menin MLL FP TR -18%, MLL CXXC-DNA inh inconclusive, TSG101-PTAP inh -4%, TSHR antag -5, AT treatment -5%, Mito fusion act 1%, MBNL1 CUG block -2% and S-ASM inh -4%.
`O=c1[nH]c(-c2ccccc2)nc(-c2ccccc2)c1Cl` gave Integrin act MD 60%, TCR act 8%, TSG101-PTAP inh -1% and S-ASM inh 3%.
Screening CCN(CC)C(=O)CSc1nc2cc3c(cc2c(=O)n1CCCC(=O)NCc1ccc(OC)cc1)OCO3 returned Integrin act MD -62%[inhibitor], TCR act -1%, Menin MLL FP TR inconclusive, MLL CXXC-DNA inh 0%, TSG101-PTAP inh 3%, TSHR antag -1, AT treatment -2%, Mito fusion act 7%, MBNL1 CUG block -5% and S-ASM inh -2%.
Screening CCOC1=C/C(=C/c2c(N)n3nc(S(=O)(=O)CC)sc3nc2=O)C=CC1=O returned Integrin act MD -4%, TCR act -3%, Menin MLL FP TR inconclusive, MLL CXXC-DNA inh inconclusive, TSG101-PTAP inh 46%[activator], TSHR antag -8, AT treatment -20%, Mito fusion act 2%, MBNL1 CUG block 21% and S-ASM inh -11%.
For CCN(CC)C(=O)Cn1cnc2sc(C(=O)N3CCN(c4ccc(OC)cc4)CC3)c(C)c2c1=O the results were Integrin act MD -7%, TCR act -4%, Menin MLL FP TR -10%, MLL CXXC-DNA inh 6%, TSG101-PTAP inh -5%, TSHR antag 1, AT treatment -2%, Mito fusion act 6%, MBNL1 CUG block -1% and S-ASM inh -3%.
Cc1ccc(C(=O)N2CCN(c3cccc(C)c3C)CC2)o1 was read as Integrin act MD -13%, TCR act 1%, Menin MLL FP TR -11%, MLL CXXC-DNA inh -1%, TSG101-PTAP inh -1%, TSHR antag -15, AT treatment 3%, Mito fusion act 11%, MBNL1 CUG block -1% and S-ASM inh 2%.
Screening COc1ccccc1CN1CCNC(=O)C1CC(=O)NCCCN1CCCC1=O (stereo not drawn) returned Integrin act MD 11%, TCR act -1%, Menin MLL FP TR -18%, MLL CXXC-DNA inh -2%, TSG101-PTAP inh -6%, TSHR antag 17, AT treatment 8%, Mito fusion act -1%, MBNL1 CUG block 4% and S-ASM inh 6%.
`CC(=O)N1N=C(c2cccs2)CC1c1cccc([N+](=O)[O-])c1` (stereo not drawn) gave Integrin act MD -51%[inhibitor], TCR act -2%, Menin MLL FP TR -4%, MLL CXXC-DNA inh 18%, TSG101-PTAP inh -12%, TSHR antag -6, AT treatment -2%, Mito fusion act -5%, MBNL1 CUG block inconclusive and S-ASM inh -6%.
Screening Oc1ccc(-c2nc3ccccc3nc2-c2ccccc2)cc1 returned Integrin act MD -10%, TCR act 3%, Menin MLL FP TR inconclusive, MLL CXXC-DNA inh -8%, TSG101-PTAP inh -7%, TSHR antag 8, AT treatment -3%, Mito fusion act 9%, MBNL1 CUG block inconclusive and S-ASM inh 10%.
O=[N+]([O-])c1cccc(-n2cccc2/C=N/Nc2nc(N3CCCCC3)nc(N3CCCCC3)n2)c1 was read as Integrin act MD -45%[inhibitor], TCR act 5%, Menin MLL FP TR 14%, MLL CXXC-DNA inh 9%, TSG101-PTAP inh -3%, TSHR antag -2, AT treatment -10%, Mito fusion act -14%, MBNL1 CUG block 15% and S-ASM inh -2%.
For O=C(O)Cn1c(-c2ccccc2)nc2ccccc21 the results were Integrin act MD -29%, TCR act 5%, Menin MLL FP TR -18%, MLL CXXC-DNA inh -11%, TSG101-PTAP inh -3%, TSHR antag -4, AT treatment 19%, Mito fusion act 1%, MBNL1 CUG block -2% and S-ASM inh -1%.
`O=C(NNS(=O)(=O)c1ccccc1)C1CCN(S(=O)(=O)c2ccc(Cl)cc2)CC1` gave Integrin act MD -3%, TCR act 0%[46.1 µM], Menin MLL FP TR -2%, MLL CXXC-DNA inh 0%, TSG101-PTAP inh -6%, TSHR antag -7, AT treatment 0%, Mito fusion act -3%, MBNL1 CUG block 8% and S-ASM inh 2%.

Not all compounds are listed; rates above refer to the full screens.
